# EWS-Fli block: inhibitors of EWS/Fli oncoprotein transcriptional activity; A673 NR0B1-luciferase reporter, viability-normalised; AID 651661; 0.67% of 350,000 active; inhibition, % at 12.6 µM;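 active means mean inhibition of at least 50% after viability correction, with every replicate also passing that limit; inconclusive means mean reaches 50% but only one of two replicates passes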;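 further: firefly luciferase signal divided by Alamar Blue viability fluorescence both relative to DMSO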
# PAX8 inh HTS: lowers PAX8-driven luciferase in RMG-I cells; inhibition, % at 12.6 µM; RMG-I TPO-luciferase reporter, SteadyGlo, 24 h; 1.2% of 360,000 active;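 active means mean replicate inhibition at least 60% with every replicate also reaching 60%; inconclusive means only one of the two criteria is met; inactive means mean below 60% and not all replicates reaching 60%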;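 further: luciferase light reporting Pax8 driven TPO promoter activity; plate controls were median of neutral control wells for no effect and mitoxantrone controls for full effect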
# GSIS activator: primary screen for activators of insulin secretion dependent on glucose, INS-1E cells, GLuc reporter luminescence | INS-1E GLuc reporter insulin secretion, 2-3 h | activation, % at 16.6 µM | 0.61% of 370,000 active;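 active means lowest replicate activation of at least 40%, so every replicate reaches that level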;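 further: 0% = median of neutral control wells and 100% = median of IBMX positive control wells; some compounds called inactive have numbers as strong as hits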
# ARNT-TACC3 inh: disruptors of human ARNT/TACC3 interaction. Q9Y6A5. AlphaScreen His-ARNT PAS-B/GST-TACC3 binding, luminescence; TACC3 fragment carries E629A point mutation. inhibition, % at 9.99 µM. 0.66% of 390,000 active;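 active means mean inhibition of replicates at least 50% and at least half of replicates each reaching 50%; inconclusive means half or more replicates reach 50% but mean below 50%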;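 further: 0% = complete ARNT plus TACC3 wells and 100% = ARNT alone without TACC3; many hits fall short of the cut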
# Xi reactivation: activators of X-chromosome reactivation in mouse fibroblasts. 0.055% of 360,000 active. activation, % at 7.58 µM. XiGFP mouse fibroblasts, % GFP-positive cells imaging, 3 d; cells co-treated with 5-aza-dC sensitizer; scaled so ellipticine positive control = 100%;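 active means mean normalized replicate activation at least 10% and every replicate at or above 10%; inconclusive means only one of the two criteria met; inactive means mean below 10% and not all replicates reach 10%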;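 further: 0% = median of on-plate neutral control wells and 100% = ellipticine 6 µM median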
#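 Assay system: SV40-immortalized XiGFP fibroblast cells, line 68-5-11; buffer or medium: DMEM plus 5-aza-dC sensitizer; compound: one concentration, pinned; timing: compounds 3 days, fix/stain 15 min at room temperature; benchmarks: positive control ellipticine, 6 µM final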
# ERp5 inh: ERp5 (human) disulfide isomerase inhibition; Q15084; ERp5 insulin aggregation, absorbance 650 nm, 90 min; inhibition, % at 9.99 µM; 0.05% of 350,000 active; AID 651711;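 active means mean replicate inhibition above about 25%, with every replicate also reaching it, limit read from the data, passing the limit was not always enough; inconclusive means only one of those two criteria met; inactive means neither criterion met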
# Target sequence (Q15084 whole entry, looked up): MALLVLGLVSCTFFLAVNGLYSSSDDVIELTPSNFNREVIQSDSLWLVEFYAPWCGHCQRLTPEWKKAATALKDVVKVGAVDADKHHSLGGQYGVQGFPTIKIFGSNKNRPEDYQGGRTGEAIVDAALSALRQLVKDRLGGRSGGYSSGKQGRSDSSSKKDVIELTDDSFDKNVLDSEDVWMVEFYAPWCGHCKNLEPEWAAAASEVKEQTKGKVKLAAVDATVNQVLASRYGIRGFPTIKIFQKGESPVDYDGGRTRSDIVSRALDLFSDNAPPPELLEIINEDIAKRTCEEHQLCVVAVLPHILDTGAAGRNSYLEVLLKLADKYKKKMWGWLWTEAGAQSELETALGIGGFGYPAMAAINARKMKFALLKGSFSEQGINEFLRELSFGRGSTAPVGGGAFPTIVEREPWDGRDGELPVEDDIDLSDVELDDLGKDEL
# CFTR F508del cor: correctors of CFTR F508del function in bronchial epithelial cells; CFBE cells, YFP halide quenching; stimulated with forskolin plus potentiator P3; % fluorescence drop versus neutral controls; activity (quench increase), % at 7.58 µM; 0.36% of 350,000 active; AID 720511;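 active means mean added fluorescence quench of at least 8% versus neutral control, with both replicates also reaching 8%; inconclusive means only one of the mean or replicate conditions met; inactive means mean below 8% and not both replicates reaching 8%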;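 further: cells transiently co-express mutant CFTR-F508del with the halide-sensitive YFP; corrector assay measuring rescue of mutant channel to the surface after 24 h compound exposure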
# DENV2 CPE: DENV2-induced cell death inhibition | DENV2-infected cells, cytopathic effect rescue, plate reader | CPE inhibition, % at 9.99 µM | 1.7% of 350,000 active | AID 651640; in the data active means CPE inhibition above about 20%, passing the limit was not always enough; inconclusive means no clear call, values can overlap the other calls; tested in BHK-21 cells;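 further: 0% = median of neutral control wells and 100% = median of positive control wells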
# An asterisk follows results filed as active; ? = inconclusive; / = no result given.
# Every second line gives: EWS-Fli block, PAX8 inh HTS, GSIS activator, ARNT-TACC3 inh, Xi reactivation, ERp5 inh, CFTR F508del cor, DENV2 CPE
- CC(=O)c1cc(F)ccc1OCC(=O)N1CCCc2ccccc21
    -16, -4, -5, -5, 0.2, -1, 0.3, 12
- OC[C@@H]1CN(CCN2CCOCC2)C[C@H](n2cnc3c(NCc4ccco4)ncnc32)O1
    -8, 0, /, /, 0.0, 4, -0.6, 4
- Cc1ccc(C(=O)N2CCCCC2C(=O)O)o1 (configuration not stated)
    -12, 12, 18, 6, -0.1, 4, -0.1, 2
- CCOC(=O)Cc1csc(SCC(=O)NC2CCCC(C)C2C)n1 (configuration not stated)
    -1, -6, -10, -19, -0.1, -12, /, /
- Clc1ccccc1C1=Nn2c(nnc2-c2ccco2)SC1
    15, -3, /, /, 0.0, 0, 1.2, 3
- CC1CCCC(NC(=O)CN2C(=O)NC(C)(c3cc(F)ccc3F)C2=O)C1C (configuration not stated)
    -1, -8, -10, /, 0.2, 18, -5.4, -3
- C[C@@H](C(=O)NCCc1ccccc1F)N1C(=O)N2CCc3c([nH]c4ccccc34)[C@@]2(C)C1=O
    -11, /, -24, 8, /, 2, 1.1, -2
- C[C@@H]1CCCCO[C@H](CN(C)Cc2ccc(Cl)c(Cl)c2)[C@@H](C)CN([C@H](C)CO)C(=O)c2cc(NC(=O)Nc3ccccc3)ccc2O1
    4, 9, -6, 0, 0.0, -4, -1.4, -3
- Cc1ccc(NC(=O)C(c2ccccc2)N2CCN(C(=O)c3ccco3)CC2)cc1Cl (configuration not stated)
    0, 3, -19, -14, 0.2, -7, 1.0, 7
- CC(=O)c1sc(-c2ccc(Cl)cc2)cc1N
    -43, -51, -7, -4, 0.2, 1, -0.6, -4
- COc1ccc2c3c([nH]c2c1)[C@@H](CO)N(Cc1ccccc1F)CC31CN(C)C1
    -2, /, 6, /, 0.3, /, -0.6, -4
- S=C(Nc1ccccc1)N1CCOCCOCCN(C(=S)Nc2ccccc2)CCOCCOCC1
    1, 16, -8, 12, -0.1, 0, 0.9, -8
- Cc1nc2ccc(NC(=O)COc3ccccc3)cc2s1
    -7, 1, 5, /, 0.2, 5, -2.9, /
- O=C(c1ccc2c3c(cccc13)CC2)C1CCCN(C(=O)c2cc[n+]([O-])cc2)C1 (configuration not stated)
    -4, 9, -6, -4, 0.1, 2, 3.5, -4
- CCC(=O)Nc1ccc2c(c1)C(=O)N(C)[C@@H]1CC[C@@H](CC(=O)NCCCN(C)C)O[C@@H]1CO2
    -11, -34, 4, 2, 0.2, 1, -0.2, 0
- C/C=C/c1ccc2c(c1)O[C@H](CN(C)Cc1cccnc1)[C@@H](C)CN([C@@H](C)CO)S2(=O)=O
    4, /, -5, 0, -0.2, -6, 1.9, /
- Cc1cc(Cl)c2oc(C(=O)N(C)Cc3ccon3)c(C)c2c1
    /, -262, 17, -17, -0.1, /, 1.9, 11
- C/C(=N\N=C1/NC(=O)C(C)S1)c1ccc([N+](=O)[O-])cc1 (configuration not stated)
    /, -11, 1, 3, -0.1, /, /, /
- Cc1ccc(C(c2sc3ncnn3c2O)N2CC(C)CC(C)C2)cc1 (configuration not stated)
    -4, 1, /, 0, 0.0, 6, 4.7, 12
- CC(=O)C1=C(O)C(=O)N(c2cccc(Br)c2)C1c1ccc(Br)cc1 (configuration not stated)
    8, 4, /, -6, 0.1, -8, -0.3, 1
- CCCc1cn(CC[C@@H]2CC[C@H](NC(=O)Nc3ccc4c(c3)OCO4)[C@@H](CO)O2)nn1
    -3, -3, -10, -8, 0.1, 2, 0.3, 7
- CN1CCN(C(=O)C[C@@H]2CC[C@H]3[C@H](COc4ccc(NC(=O)c5cccs5)cc4C(=O)N3C)O2)CC1
    3, 5, -6, -5, 0.1, -6, 2.0, 1
- Cc1ccc(S(=O)(=O)Nc2ccc3c(c2)C(=O)N([C@@H](C)CO)C[C@H](C)[C@@H](CN(C)S(=O)(=O)c2cccs2)OCCCC[C@H](C)O3)cc1
    5, 26, -14, 6, 0.1, -6, 3.1, 10
- Cc1ccc(C(=O)c2c3ccc(C(F)(F)F)cc3[n+]([O-])n2CCCC(N)=O)cc1
    13, 10, 12, 3, 0.1, -8, -0.2, -1
- CC1CN(S(=O)(=O)c2ccc(C(=O)O)cc2)CC(C)O1 (configuration not stated)
    2, 34, 9, -2, /, -3, -2.4, 5
- CCN(CC)S(=O)(=O)c1ccc2[nH]c(=O)cc(C(=O)Nc3ccccc3N3CCCC3)c2c1
    9, 9, 4, /, 0.1, 2, -0.5, 2
- C[C@@H]1CN([C@@H](C)CO)C(=O)c2cc(N(C)C)ccc2O[C@@H]1CN(C)C(=O)Nc1ccc2c(c1)OCO2
    0, -6, 17, 0, -0.4, 6, -2.7, -13
- Cc1cccc(CSC2=NCCN2C(=O)c2ccc(S(=O)(=O)N(C)C)cc2)c1
    7, -77, -9, /, 0.6, 1, 0.0, -1
- C[C@@H]1CN([C@@H](C)CO)C(=O)Cc2cc(NC(=O)Nc3cccc4ccccc34)ccc2O[C@H]1CN(C)C(=O)NC1CCCCC1
    -3, -4, -7, -2, 0.0, 5, 2.1, 25*
- Cn1cc(CC(=O)Nc2ccc(Oc3cccnc3)cc2)c2ccccc21
    -13, -9, -1, /, 0.2, -8, -1.6, -3
- O=[N+]([O-])c1cccc(P(=O)(O)c2cccc([N+](=O)[O-])c2)c1
    -1, 12, -6, 1, 0.5, 2, -0.2, 9
- CC(C)Sc1ccc([N+](=O)[O-])cc1C(=O)Nc1ccncc1
    -6, 3, 24, 0, 0.0, 0, 1.1, -3
- O=C(NC1C2CC3CC(C2)CC1C3)c1ccc2c(c1)OCO2 (configuration not stated)
    -16, -7, /, 0, 0.0, 1, -2.4, -2
- S=C(NCCc1ccncc1)Nc1ccccc1
    -1, -17, -16, -5, 0.0, -4, 1.3, 11
- O=C(C[C@H]1CC[C@H]2[C@@H](COC[C@H](O)CN2C(=O)Nc2cccc(F)c2)O1)NCCCN1CCOCC1
    -36, -23, -7, -4, 0.2, -1, -3.0, -14
- NC(=O)CC1Nc2cccc3cccc(c23)NC1=O (configuration not stated)
    /, 6, 18, -4, 0.1, /, /, /
- Cc1ccc(NC(=O)NNC(=O)COc2ccc(Cl)cc2)cc1
    9, 11, 10, -2, 0.0, -1, -3.2, 4
- O=C(Cc1ccccc1[N+](=O)[O-])Nc1ccccc1C(=O)N1CCOCC1
    5, 4, 1, 3, 0.0, -2, -4.8, -1
- Cc1ccccc1S(=O)(=O)Nc1ccc2c(c1)C(=O)N(C)[C@@H]1CC[C@H](CC(=O)O)O[C@H]1CO2
    -12, -9, -3, /, 0.0, /, -0.6, /
- COc1ccccc1N1CCN(C2CC(=O)N(c3ccccc3)C2=O)CC1 (configuration not stated)
    4, 7, 9, -5, 0.0, 5, -1.3, 3
- COC1CCCCC1NS(=O)(=O)c1ccc(Cl)cc1 (configuration not stated)
    -2, 2, /, -3, 0.0, 0, 0.6, -2
- CC(C)(O)C#Cc1ccc(C(=O)NC(CCCNC(N)=O)C(=O)O)s1 (configuration not stated)
    5, 9, 14, -5, 0.0, 0, -1.0, -13
- O=C(Cc1c(Cl)cccc1Cl)OCc1ccccn1
    -8, -87, 6, -2, 0.0, 0, 0.8, -1
- CCC(C(=O)Nc1c(C)cccc1C)n1c(-c2ccc(=O)[nH]c2)nc2ccccc21 (configuration not stated)
    -10, -15, 2, /, 0.3, 2, 3.5, 33*
- O=C(Cn1nc(Br)nc1Br)c1ccccc1
    -8, 11, -3, 0, 0.0, 1, -0.3, -3

# Some entries already given, reduced to DENV2 CPE and ARNT-TACC3 inh:
Structure	DENV2 CPE	ARNT-TACC3 inh
O=C(NC1C2CC3CC(C2)CC1C3)c1ccc2c(c1)OCO2 (configuration not stated)	-2	0
S=C(NCCc1ccncc1)Nc1ccccc1	11	-5
O=C(C[C@H]1CC[C@H]2[C@@H](COC[C@H](O)CN2C(=O)Nc2cccc(F)c2)O1)NCCCN1CCOCC1	-14	-4
NC(=O)CC1Nc2cccc3cccc(c23)NC1=O (configuration not stated)	/	-4
Cc1ccc(NC(=O)NNC(=O)COc2ccc(Cl)cc2)cc1	4	-2

# The results go on:
# Every second line gives: EWS-Fli block, PAX8 inh HTS, GSIS activator, ARNT-TACC3 inh, Xi reactivation, ERp5 inh, CFTR F508del cor, DENV2 CPE
- COc1ccc(NC(=O)Nc2ccccc2C(N)=O)cc1
    -5, -7, 2, /, 0.0, 4, 1.5, /
- COc1cccc(CNC(=O)c2ccc(NS(=O)(=O)c3ccc4[nH]c(=O)[nH]c4c3)cc2)c1
    4, -98, 7, 13, 0.1, 2, 0.2, -11
- Cc1noc(C)c1C(=O)Nc1nc2ccccc2s1
    -54, -161, -20, -4, 0.1, 18, 0.4, ?
- COc1ccc(S(=O)(=O)Nc2ccc3c(c2)C(=O)N([C@H](C)CO)C[C@H](C)[C@@H](CN(C)S(=O)(=O)c2ccc(C)cc2)OCCCC[C@@H](C)O3)cc1
    -5, 4, 12, 0, 0.1, 7, -1.7, 0
- Cc1cccc(NC(=S)NCc2ccc(F)cc2)c1C
    8, -6, -9, 30, 0.0, 4, 0.0, 3
- C/C(=N\NC(=O)CC#N)C1COc2ccccc2O1 (configuration not stated)
    6, 8, 10, 2, 0.0, -1, 0.2, /
- Cc1cccc(OCC(=O)N/N=C/c2ccccc2C(=O)O)c1
    4, 11, 6, -3, 0.2, 0, 2.2, -10
- Cc1sc(NC(=O)CCC(=O)O)c(C#N)c1C
    -2, 4, /, -5, 0.1, 1, -1.8, -7
- COc1ccc2nc(SC)c(C#N)cc2c1
    -26, -4, -2, 2, -0.1, -2, 0.7, -7
- Cn1nc(C(F)(F)F)cc1C(=O)NC1CCCCCC1
    -57, /, -4, -8, /, 2, -1.2, /
- CCOc1ccc(-c2nc(CSCC(=O)NC3CCN(Cc4ccccc4)CC3)c(C)o2)cc1
    59*, 26, /, /, 0.0, 4, -1.1, 15
- CCCNC(=O)N(C)C[C@H]1Oc2cc(Br)ccc2S(=O)(=O)N([C@H](C)CO)C[C@H]1C
    -7, /, 10, -14, -0.4, -2, -0.2, 6
- CN(CC(=O)Nc1c(Cl)cccc1Cl)C(=O)C1CCN(C(=O)Nc2ccccc2)CC1
    -4, 2, 2, -5, 0.3, -4, -0.6, -6
- CCOC(=O)N1C(=O)[C@@](CC)(c2ccccc2)N1C(=O)OCC
    -7, 27, -8, -14, 0.2, 3, -1.1, 2
- CSC1=N/C(=C\c2cccnc2)C(=O)N1c1ccccc1
    -24, -4, 20, -2, -0.1, 7, -4.2, 9
- CCCC#Cc1ccc([C@@H]2[C@H]3CN(S(=O)(=O)Cc4ccccc4)CCCCN3[C@H]2CO)cc1
    8, 9, -14, 2, 0.1, -2, 0.4, 8
- O=C(COC(=O)/C=C/c1ccc(OC(F)F)cc1)NC1CCCCCCC1
    -1, -4, 12, 3, 0.0, 3, 1.3, 7

# Screens: PubChem BioAssay, Broad Institute
